Source: PubChem
IDE exosite inh: exo-site inhibitors of human insulin-degrading enzyme; P14735; purified IDE, FL-6b probe fluorescence polarization; active compounds read low; z-score at 20 µM; 17,000 compounds, 6.3% hits;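 active = z-score of -3 or lower, meaning strong loss of probe binding signal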;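 note: His-tagged human IDE residues 42-1019 made in E. coli with 30 nM FL-6b probe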
Target sequence (P14735 42-1019 limits assumed): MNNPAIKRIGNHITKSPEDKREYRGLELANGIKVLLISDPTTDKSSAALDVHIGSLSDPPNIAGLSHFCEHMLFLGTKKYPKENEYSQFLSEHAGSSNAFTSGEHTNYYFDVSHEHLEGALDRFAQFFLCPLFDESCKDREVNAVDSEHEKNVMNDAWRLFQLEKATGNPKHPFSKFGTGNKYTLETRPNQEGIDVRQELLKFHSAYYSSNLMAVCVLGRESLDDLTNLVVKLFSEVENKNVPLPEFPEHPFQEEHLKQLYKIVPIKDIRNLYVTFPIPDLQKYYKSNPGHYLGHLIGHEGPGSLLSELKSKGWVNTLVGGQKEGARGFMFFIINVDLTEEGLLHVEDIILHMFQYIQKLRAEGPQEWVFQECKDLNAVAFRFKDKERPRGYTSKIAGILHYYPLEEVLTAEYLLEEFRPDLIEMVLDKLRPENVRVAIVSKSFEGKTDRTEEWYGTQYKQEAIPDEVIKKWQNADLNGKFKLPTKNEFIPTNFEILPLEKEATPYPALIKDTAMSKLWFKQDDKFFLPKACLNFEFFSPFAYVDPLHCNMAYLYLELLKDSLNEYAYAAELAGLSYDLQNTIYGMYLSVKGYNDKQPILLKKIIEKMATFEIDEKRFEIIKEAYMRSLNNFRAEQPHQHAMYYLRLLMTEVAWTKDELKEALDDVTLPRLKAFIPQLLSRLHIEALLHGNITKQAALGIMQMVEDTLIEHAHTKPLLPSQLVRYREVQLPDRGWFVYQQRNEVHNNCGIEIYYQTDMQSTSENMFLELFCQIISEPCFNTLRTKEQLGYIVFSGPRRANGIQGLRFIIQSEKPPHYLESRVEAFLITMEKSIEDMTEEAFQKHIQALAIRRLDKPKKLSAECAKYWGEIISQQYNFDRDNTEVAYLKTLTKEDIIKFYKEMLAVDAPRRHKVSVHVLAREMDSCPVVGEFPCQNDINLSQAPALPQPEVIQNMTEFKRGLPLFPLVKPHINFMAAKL
An asterisk follows results filed as active; ! = a repeat was not active.

SMILES	IDE exosite inh
N#C[C@@H]1[C@@H](c2ccccc2-c2ccccc2F)[C@@H](CO)N1C(=O)Cc1ccccc1	1.2
O=C(NCC[C@H]1CC[C@H](NC(=O)C2CCOCC2)[C@@H](CO)O1)c1cc(Cl)cc(Cl)c1	-0.15
CC(C)(C)[S@](=O)N1Cc2cc(C(=O)NCCc3ccncc3)nc(-c3cccc(-c4cccc(C#N)c4)c3)c2[C@@H]1CCO	0.57
COc1ccc2c3c([nH]c2c1)[C@@H](CO)N(C(=O)NC(C)C)CC31CCN(C(=O)c2cnccn2)CC1	0.36
COc1ccc2c3c([nH]c2c1)[C@H](CO)N(S(C)(=O)=O)CC31CCN(C(=O)Nc2ccccc2)CC1	0.71
CN(C)CC(=O)N1[C@H](C#N)[C@H](c2ccccc2-c2ccccc2F)[C@H]1CO	0.26
CCCC#Cc1ccc([C@H]2[C@@H](CO)N3CCCCN(CC4CCOCC4)C[C@@H]23)cc1	4.2
OC[C@H]1Nc2ccc(-c3cccc(F)c3)cc2[C@H]2[C@@H]1CCN2Cc1ccc(F)cc1	2
OC[C@H]1[C@H](c2ccc(-c3ccccc3F)cc2)[C@H]2CN(Cc3ccncc3)CCCCN21	-3.3*
O=C(C[C@H]1CC[C@H](NC(=O)C2CCOCC2)[C@@H](CO)O1)NCC1CCCCC1	2.4
N#C[C@H]1[C@H](c2ccccc2-c2ccccc2F)[C@H](CO)N1C(=O)C1CCOCC1	1.9
CNC[C@H]1OCCCC[C@H](C)Oc2ccc(NC(=O)Nc3ccc(OC)cc3)cc2C(=O)N([C@H](C)CO)C[C@@H]1C	0.035
CCCC#Cc1ccc([C@@H]2[C@H](CO)N3CCCCN(S(C)(=O)=O)C[C@@H]23)cc1	-1.6
C[C@@H]1CN([C@@H](C)CO)C(=O)c2cc(NC(=O)Nc3ccccc3)ccc2O[C@@H](C)CCCCO[C@@H]1CN(C)C(=O)Nc1ccccc1	0.66
C/C=C/c1ccccc1[C@H]1[C@H](C#N)N(C(=O)c2cccnc2)[C@H]1CO	0.035
O=C(C[C@@H]1CC[C@@H](NC(=O)c2ccc(F)cc2)[C@@H](CO)O1)NCCc1ccccc1	1.1
COc1ccc(NC(=O)N2CCCCN3[C@H](C2)[C@H](c2ccc(-c4ccccc4F)cc2)[C@@H]3CO)cc1	1.8
COc1ccc(C#Cc2ccc([C@@H]3[C@@H](CO)N4C(=O)CN(C(C)=O)C[C@H]34)cc2)cc1	3.6
CN(C)C(=O)c1cccc(-c2ccc([C@H]3[C@@H](CO)N4CCCCN(C(=O)C5CCC5)C[C@@H]34)cc2)c1	2.9
N#C[C@@H]1[C@H](c2ccccc2-c2ccccc2F)[C@@H](CO)N1C(=O)Cc1ccccc1	-1.7
O=C(C1CCOCC1)N1CC(=O)N2[C@H](CO)[C@H](c3ccc(Br)cc3)[C@@H]2C1	-0.28
O=C(c1ccc2c(c1)OCO2)N1CC[C@@H]2[C@H](CO)Nc3ccc(C#Cc4ccccc4)cc3[C@@H]21	2.4
COc1ccccc1NC(=O)N1CC(=O)N2[C@@H](CO)[C@@H](c3ccc(C#Cc4ccc(F)cc4)cc3)[C@@H]2C1	2.8
CO[C@H]1CN(C)C(=O)c2cc(NC(=O)c3ccccc3F)ccc2OC[C@@H](C)N(CC2CCOCC2)C[C@H]1C	0.11
C/C=C/c1ccc(C2[C@@H]3CN(Cc4cc(OC)cc(OC)c4)C[C@H]2N3)cc1 (some centres undefined)	4.3

As entered above:
C/C=C/c1ccccc1[C@H]1[C@H](C#N)N(C(=O)c2cccnc2)[C@H]1CO @ IDE exosite inh = 0.035
N#C[C@@H]1[C@H](c2ccccc2-c2ccccc2F)[C@@H](CO)N1C(=O)Cc1ccccc1 @ IDE exosite inh = -1.7

Given as a markdown table: 6 of the compounds above
| Structure | IDE exosite inh |
| --- | --- |
| OC[C@H]1Nc2ccc(-c3cccc(F)c3)cc2[C@H]2[C@@H]1CCN2Cc1ccc(F)cc1 | 2 |
| OC[C@H]1[C@H](c2ccc(-c3ccccc3F)cc2)[C@H]2CN(Cc3ccncc3)CCCCN21 | -3.3* |
| O=C(C[C@H]1CC[C@H](NC(=O)C2CCOCC2)[C@@H](CO)O1)NCC1CCCCC1 | 2.4 |
| N#C[C@H]1[C@H](c2ccccc2-c2ccccc2F)[C@H](CO)N1C(=O)C1CCOCC1 | 1.9 |
| CNC[C@H]1OCCCC[C@H](C)Oc2ccc(NC(=O)Nc3ccc(OC)cc3)cc2C(=O)N([C@H](C)CO)C[C@@H]1C | 0.035 |
| CCCC#Cc1ccc([C@@H]2[C@H](CO)N3CCCCN(S(C)(=O)=O)C[C@@H]23)cc1 | -1.6 |

(listing goes on)
SMILES	IDE exosite inh
CO[C@H]1CN(C)C(=O)c2ccc(NS(=O)(=O)c3ccc(C)cc3)cc2OC[C@@H](C)N(C)C[C@H]1C	-0.12
COc1cccc(C#Cc2ccc([C@H]3[C@H]4CN(C(=O)c5ccccc5)CC(=O)N4[C@H]3CO)cc2)c1	-0.5
C[C@@H](O)C#Cc1ccc([C@@H]2[C@@H](CO)N3CCCCN(C(=O)c4cccc(F)c4)C[C@H]23)cc1	4
O=S(=O)(c1ccc(F)cc1)N1CCCCN2[C@H](CO)[C@@H](c3ccc(-c4cncnc4)cc3)[C@@H]2C1	-0.44
CCCC#Cc1ccc([C@H]2[C@H]3CN(C(=O)c4cccc(F)c4)CC(=O)N3[C@H]2CO)cc1	0.11
O=C(Nc1cccc(F)c1)N1CC(=O)N2[C@H](C1)[C@@H](c1ccc(C#CCC3CCCC3)cc1)[C@@H]2CO	1.2
O=C(Nc1cccc(F)c1)N1CC(=O)N2[C@@H](CO)[C@H](c3ccc(-c4ccc(F)cc4)cc3)[C@@H]2C1	-0.18
C/C=C/c1ccc([C@H]2[C@@H](CO)N(C(=O)CC)[C@H]2CN(C)C(=O)NC(C)C)cc1	0.82
Cc1noc(C)c1NC(=O)N1C[C@@H](O)COC[C@H]2O[C@H](CC(=O)N[C@H]3CCN(Cc4ccccc4)C3)CC[C@@H]21	-0.37
CN1C(=O)c2cc(NC(=O)c3cccc(F)c3)ccc2OC[C@H]2O[C@@H](CC(=O)NCc3ccccc3Cl)CC[C@H]21	-0.18
CN1[C@H](C(=O)Nc2nccs2)[C@@H](CO)[C@@H]2Cn3c(ccc(-c4ccccc4F)c3=O)[C@@H]21	0.37
C[C@H]1CN([C@@H](C)CO)C(=O)c2cc(-c3ccc(F)cc3)cnc2O[C@@H]1CN(C)S(C)(=O)=O	1.2
O=C(c1ccc2c(c1)OCO2)N1CC(=O)N2[C@H](CO)[C@H](c3ccc(C#CCC4CCCC4)cc3)[C@@H]2C1	4.2
CC(C)NC[C@@H]1[C@@H](c2ccc(C3=CCCCC3)cc2)[C@@H](CO)N1C(=O)CC1CC1	0.15
C/C=C/c1ccc([C@H]2[C@@H](CO)N(C(=O)CC)[C@@H]2CNC(=O)c2ccncc2)cc1	0.29
COCC#Cc1ccc([C@H]2[C@H]3CN(C(=O)Nc4cc(F)ccc4F)CC(=O)N3[C@H]2CO)cc1	2.7
CN1CCCCN2[C@@H](CO)[C@@H](c3ccc(-c4ccc(F)cc4)cc3)[C@@H]2C1	-1.5
O=C(C1CCOCC1)N1CC(=O)N2[C@H](CO)[C@@H](c3ccc(C#CC4CC4)cc3)[C@@H]2C1	-0.18
Cc1ccccc1-c1ccc([C@H]2[C@@H](CO)N3CCCCN(S(=O)(=O)Cc4ccccc4)C[C@H]23)cc1	0.6
O=C(C[C@@H]1CC[C@H]2[C@@H](COC[C@@H](O)CN2C(=O)c2ccccc2F)O1)NCc1ccc(Cl)c(Cl)c1	-0.009
C/C=C/c1ccc([C@@H]2[C@H](CO)N(C(=O)C3CC3)[C@H]2CN(CC)C(C)=O)cc1	1.3
CC(C)NC(=O)N1CC(=O)N2[C@H](C1)[C@H](c1ccc(/C=C/c3ccccc3)cc1)[C@@H]2CO	-3.8*
COc1cccc(-c2ccc3c(c2)O[C@H](CN(C)Cc2cccnc2)[C@@H](C)CN([C@@H](C)CO)S3(=O)=O)c1	-1.1
O=C(C[C@@H]1CC[C@@H](NC(=O)CN2CCOCC2)[C@H](CO)O1)NC1CCC1	-0.83
CCNC[C@@H]1[C@H](c2ccc(C3=CCCC3)cc2)[C@H](CO)N1c1nc(C)c(C)s1	6.1

Next part:
SMILES	IDE exosite inh
COc1ccccc1-c1cn(CC[C@@H]2CC[C@@H](NC(=O)C3CCCCC3)[C@H](CO)O2)nn1	0.3
C[C@H]1CN([C@@H](C)CO)C(=O)c2cc(C3=CCCC3)cnc2O[C@H]1CN(C)C(=O)Nc1ccc(C(F)(F)F)cc1	0.85
COc1cccc(-c2ccc([C@@H]3[C@@H](CO)N(C(=O)Cc4ccccc4)[C@H]3C#N)cc2)c1	3.6
CC(C)C#Cc1ccc([C@@H]2[C@H]3CN(C(=O)c4ccccn4)CC(=O)N3[C@H]2CO)cc1	-0.75
Cc1ccc(S(=O)(=O)N2C[C@H](O)COC[C@H]3O[C@@H](CC(=O)N4CCc5ccccc5C4)CC[C@@H]32)cc1	-0.22
C[C@@H]1CN([C@@H](C)CO)C(=O)c2cc(C3=CCCC3)cnc2O[C@H]1CN(C)C(=O)Nc1ccc(C(F)(F)F)cc1	-0.67
COCC(=O)N1CCCCN2[C@H](CO)[C@@H](c3ccc(C#Cc4ccccc4)cc3)[C@H]2C1	-7.1*
N#C[C@@H]1[C@@H](c2ccc(-c3ccc(F)cc3)cc2)[C@H](CO)N1c1nc(-c2ccccc2)cs1	5.8
OC[C@@H]1[C@@H](c2ccc(-c3cccnc3)cc2)[C@H]2CN(Cc3ccccn3)CCCCN12	-1.2
N#C[C@@H]1[C@H](c2ccccc2-c2ccccc2F)[C@@H](CO)N1C(=O)c1ccccn1	-0.079
COc1ccc2c3c([nH]c2c1)[C@H](CO)N(C(=O)NC(C)C)CC31CCN(C(=O)c2cnccn2)CC1	-0.52
COc1ccccc1S(=O)(=O)N1CC[C@@H]2[C@@H](CO)Nc3ccc(-c4ccc(C#N)cc4)cc3[C@@H]21	1.5
N#C[C@H]1[C@H](c2ccccc2C2=CCCC2)[C@@H](CO)N1C(=O)CN1CCOCC1	0.54
COc1ccc2c3c(n(C)c2c1)[C@@H](CO)N(C)CC31CN(S(=O)(=O)c2cccc(C)c2)C1	-1.9
O=C(c1cccnc1)N1CC(=O)N2[C@H](CO)[C@H](c3ccc(-c4ccccc4F)cc3)[C@@H]2C1	-1.1
COCC(=O)N1CC2(CCN(Cc3cccnc3)CC2)c2c(n(C)c3cc(OC)ccc23)[C@H]1CO	-0.42
CCC(=O)N1CC(=O)N2[C@H](C1)[C@H](c1ccc(C#CCc3ccccc3)cc1)[C@@H]2CO	0.49
Cc1ccccc1-c1ccc(C2[C@@H]3CN(C(=O)C4CCCCC4)C[C@H]2N3)cc1 (some centres undefined)	-14*!
C[C@@H]1CN([C@@H](C)CO)C(=O)c2cc(NC(=O)CCCN(C)C)ccc2O[C@H]1CN(C)Cc1ccc(Cl)c(Cl)c1	1.4
C[C@@H]1CN([C@H](C)CO)C(=O)CCCn2nncc2CO[C@H]1CN(C)S(=O)(=O)c1ccc2c(c1)OCCCO2	-0.8
O=S(=O)(NC[C@@H]1[C@@H](c2ccccc2)[C@@H](CO)N1CC1CC1)c1ccccc1	0.85
Cc1ccc(-c2ccc([C@@H]3[C@@H](CO)N4C(=O)CN(C(=O)c5ccncc5)C[C@H]34)cc2)cc1	-0.28
CC(=O)N1[C@@H](CO)[C@@H](c2ccccc2)[C@@H]1CN(C)C(=O)CN1CCOCC1	0.52
CCCNC(=O)N1CC2(C1)CN(S(C)(=O)=O)[C@@H](CO)c1c2c2ccc(OC)cc2n1C	0.13
CCN(C[C@@H]1[C@@H](c2ccccc2)[C@H](CO)N1S(C)(=O)=O)C(=O)C1CC1	3.4

Remaining list, next part.
SMILES	IDE exosite inh
O=C(c1cccc(F)c1)N1CC(=O)N2[C@H](C1)[C@@H](c1ccc(-c3ccccc3)cc1)[C@@H]2CO	-3.4*
CN(C)C(=O)c1ccc(-c2ccc([C@@H]3[C@@H](CO)N4CCCCN(Cc5ccncc5)C[C@@H]34)cc2)cc1	2.6
N#C[C@H]1[C@@H](c2ccccc2)[C@@H](CO)N1S(=O)(=O)Cc1ccccc1	4.8
Cc1ccc(S(=O)(=O)Nc2ccc3c(c2)C(=O)N([C@@H](C)CO)C[C@H](C)[C@H](CN(C)S(=O)(=O)c2cccs2)OCCCC[C@H](C)O3)cc1	-1.1
Cc1ccc(S(=O)(=O)N2C[C@@H]3[C@H](c4ccccc42)[C@H](CO)N3Cc2cccnc2)cc1	2.2
O=C(Cc1ccccc1)NC[C@H]1N[C@H](CO)[C@@H]1c1ccc(-c2ccccc2)cc1	-0.44
O=C(CCN1CCCCC1)N[C@H]1CC[C@H](CCn2cc(-c3cccc(F)c3)nn2)O[C@H]1CO	-1.5
CCCN(C)C[C@@H]1OCCCC[C@@H](C)Oc2ccc(NC(=O)CCCN(C)C)cc2C(=O)N([C@H](C)CO)C[C@H]1C	-0.43
CC(C)CC#Cc1ccc([C@H]2[C@@H](CO)N3C(=O)CN(C(=O)NC4CCCCC4)C[C@H]23)cc1	2
CCCC#Cc1ccc([C@H]2[C@H]3CN(CC4CC4)CCCCN3[C@H]2CO)cc1	0.75
COc1ccc2c3c([nH]c2c1)[C@@H](CO)N(C(=O)CC1CC1)CC31CN(Cc2cccnc2)C1	0.35
CCCNC(=O)N1C[C@@H]2N[C@H](C1)C2c1ccc(-c2cccnc2)cc1 (some centres undefined)	1.8
CCc1nc(N2[C@H](CO)[C@H](c3ccccc3-c3ccccc3C)[C@@H]2C#N)sc1C	0.89
N#C[C@H]1N[C@@H](CO)[C@@H]1c1ccccc1	2.3
O=C(c1cnccn1)N1CC(=O)N2[C@H](C1)[C@@H](c1ccc(C#CC3CC3)cc1)[C@@H]2CO	0.45
C[C@H]1CN([C@@H](C)CO)S(=O)(=O)c2ccc(-c3cccc(C#N)c3)cc2O[C@@H]1CN(C)C(=O)c1ccccc1	0.42
OC[C@@H]1[C@@H](c2ccc(-c3cccc(F)c3)cc2)[C@H]2CN(Cc3cncnc3)CCCCN12	0.53
CS(=O)(=O)N1C[C@@H]2N[C@H](C1)[C@@H]2c1ccc(-c2ccccc2)cc1	-0.19
O=C(Nc1cccc(F)c1)N1C[C@@H]2[C@H](c3ccccc31)[C@@H](CO)N2C(=O)Cc1ccccn1	0.35
O=C1CN(S(=O)(=O)c2ccccc2)C[C@H]2[C@H](c3ccc(C#Cc4ccccc4)cc3)[C@@H](CO)N12	1.3

This is a subset. The share of hits here may be higher or lower than overall.
